GAA spleen mod – lysosomal alpha-glucosidase (human) modulation | P10253 | human spleen homogenate, 4-MU-alpha-glucoside fluorescence | Potency, µM (titrated, usually from 79.9 µM), for inactives: at the highest dose activity change, negative = inhibition, actives largely listed as inhibitors | actives 0.006% (n = 240,000) | AID 2112;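 also: 0% = enzyme with vehicle and -100% = no enzyme basal signal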
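Human spleen homogenate (1 ug) incubated with compounds and 1 mM 4-methylumbelliferyl-alpha-D-glucopyranoside in pH 5.0 citrate/phosphate buffer, 37 C, 40 min. Stopped at pH 10; 4-MU fluorescence (Ex 365/Em 440 nm); AC50 by Hill fit.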
GLA spleen mod – inhibits or activates alpha-galactosidase in human spleen homogenate | AID 2107 | actives 0.008% (n = 240,000) | human spleen homogenate, 4MU-alpha-Gal fluorescence, 40 min | P06280 | Potency, µM (titrated, usually from 80 µM), for inactives: at the top dose activity change, negative = inhibition, hits mostly inhibitors;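 also: 0% = enzyme with vehicle and -100% = no enzyme basal signal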
Target sequence (P06280 32-429 limits assumed): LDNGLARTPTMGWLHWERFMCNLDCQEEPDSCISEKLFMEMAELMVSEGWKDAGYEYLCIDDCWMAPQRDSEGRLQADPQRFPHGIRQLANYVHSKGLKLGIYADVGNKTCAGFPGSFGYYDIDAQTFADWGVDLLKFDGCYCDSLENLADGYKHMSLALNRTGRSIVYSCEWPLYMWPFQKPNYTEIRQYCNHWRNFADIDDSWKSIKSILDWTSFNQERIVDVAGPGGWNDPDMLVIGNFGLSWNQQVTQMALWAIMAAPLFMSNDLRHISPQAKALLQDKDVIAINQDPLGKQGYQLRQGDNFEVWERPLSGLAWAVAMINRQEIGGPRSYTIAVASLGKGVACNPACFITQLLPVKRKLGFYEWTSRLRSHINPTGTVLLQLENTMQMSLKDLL
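qHTS titration in buffer at pH 5.0. Alpha-galactosidase activity in spleen homogenate was measured via 4-methylumbelliferone release from 1 mM fluorogenic substrate after 40 min at 37C and a pH 10 stop. AC50 came from Hill fits of control-normalized data.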
GoLoco inh red – blocks human Gai1 binding to RGS12 GoLoco peptide, red readout. P63096. Gai1:RGS12 GoLoco peptide FP, rhodamine, 10 min. Potency, µM (highest dose often 61.6 µM), inactives show at the top dose activity, negative = inhibition, hits mostly inhibitors. actives 0.44% (n = 230,000); active = well fitted inhibition curve with a large enough effect, not every such curve was filed as active; inactive = no such curve, though single readings can be large or run the other way; also: % is scaled to controls: 0 for no effect and ±100 for the full control effect; nearly all actives have a fitted effect of over 30% in size; many of its hits are not listed in these tables
Target sequence (P63096 whole entry, looked up): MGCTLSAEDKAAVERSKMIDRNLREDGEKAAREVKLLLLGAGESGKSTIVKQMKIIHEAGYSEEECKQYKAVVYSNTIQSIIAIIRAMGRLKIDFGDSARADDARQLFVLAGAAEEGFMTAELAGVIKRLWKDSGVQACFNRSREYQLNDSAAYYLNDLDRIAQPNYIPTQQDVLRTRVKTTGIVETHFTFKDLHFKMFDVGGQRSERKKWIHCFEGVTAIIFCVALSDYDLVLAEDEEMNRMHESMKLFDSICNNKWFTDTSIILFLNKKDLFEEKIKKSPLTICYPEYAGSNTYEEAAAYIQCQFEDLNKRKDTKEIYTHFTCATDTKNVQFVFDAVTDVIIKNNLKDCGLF
SMN2 splice up – increases expression of the SMN2 splice variant; AID 1458; HEK293 SMN2-luciferase splicing reporter, luminescence, 30-36 h; Potency, µM (top dose mostly 46.1 µM), without a hit: top-dose activity change, positive = activation, hits mostly activators; actives 2.8% (n = 210,000); also: % of control where 0% means no effect; nearly all actives have a fitted effect of over 55% in size
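HEK293 cells carry an SMN2 minigene-luciferase reporter in which exon 7 inclusion puts luciferase in frame. Cells were seeded at 2000 cells/well, attached for 10-12 hours, then exposed to compounds for 30-36 hours at 37C before ONE-Glo luminescence.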
GAA glycogen mod – inhibitors or activators of human alpha-glucosidase glycogen cleavage; actives 0.38% (n = 300,000); Potency, µM (top dose mostly 76.4 µM), for the others: at the top dose activity change, negative = inhibition, most hits filed as inhibitors; AID 2100; recombinant GAA, glycogen substrate, Amplex Red glucose oxidase fluorescence;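 also: 0% = full enzyme reaction and -100% = no-enzyme basal signal; the screen sought inhibitors and activators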
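Recombinant human enzyme (4 nM); glycogen substrate; 37 C, 40 min, pH 5.0. Readout: coupled glucose oxidase/Amplex Red fluorescence.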
ALDH1A1 block – blocks purified human ALDH1A1 activity | P00352 | Purified ALDH1A1, NADH fluorescence, propionaldehyde substrate | Potency, µM (top dose mostly 75.3 µM), for inactives: top-dose activity, negative = inhibition, most hits filed as inhibitors | actives 7.3% (n = 220,000); active = well fitted inhibition curve with a large enough effect, not every such curve was filed as active; inconclusive = small, poorly fitted or top-dose-only effect, or another doubt; inactive = no such curve, though single readings can be large or run the other way;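 also: plate controls were no enzyme wells and a reference inhibitor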
KDM4E inh – JMJD2E (human) inhibition; actives 1.6% (n = 230,000); Potency, µM (series often up to 57.1 µM), for inactives: at the top dose activity change, negative = inhibition, hits mostly inhibitors; AID 2147; B2RXH2; JMJD2E catalytic domain, FDH-coupled NADH fluorescence (FDH is formaldehyde dehydrogenase); active = well fitted inhibition curve with a large enough effect, not every such curve was filed as active; inconclusive = small, poorly fitted or top-dose-only effect, or another doubt; inactive = no such curve, though single readings can be large or run the other way;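 also: 0% = wells with enzyme and -100% = buffer wells without enzyme; nearly all actives have a fitted effect of over 50% in size; many of its hits are not listed in these tables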
GAA inh – inhibitors of human lysosomal alpha-glucosidase; P10253; purified human GAA, 4-MU-alpha-glucoside fluorescence; Potency, µM (titrated, usually from 76.9 µM), without a hit: top-dose activity change, negative = inhibition, most hits filed as inhibitors; actives 0.005% (n = 200,000); AID 1466;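 also: plate controls were uninhibited enzyme wells for no effect and no-enzyme background for full effect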
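qHTS format, compound range up to 77 uM. Human lysosomal enzyme at 4 nM, 400 uM 4-MU glucoside substrate, pH 5.0, 20 min room temperature; fluorescence after alkaline stop gives activity normalized to controls.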
Numbers without * were called inactive; i = inactive; ? = inconclusive; . = not tested or not shown; [ ] = remark or other dose. Unless noted, calls follow the shape of the dose curve; as a rule, active = well fitted curve in the direction sought with a large enough effect; inconclusive = small, poorly fitted or top-dose-only effect, or another doubt; inactive = no such curve, though single readings can be large; an effect the other way counts as inactive or inconclusive. Potency is read from the fitted curve at half-maximal effect. Only part of the results is shown; the hit share may differ from the screen's.

Structure | GAA spleen mod | GLA spleen mod | GoLoco inh red | SMN2 splice up | GAA glycogen mod | ALDH1A1 block | KDM4E inh | GAA inh
CC(C)C[C@@H](CC(=O)N[C@H](CC(=O)N[C@@H]1CCNC[C@H]1C(=O)N[C@H](CC(=O)N[C@@H](CCC(=O)O)CC(=O)O)Cc1c[nH]c2ccccc12)C(C)C)NC(=O)[C@@H]1CCCC[C@H]1N | 4% | -8% | 2% | -7% | . | -11% | ? | .
Cc1ccc(CNC(=O)CSc2n[nH]c(N)n2)cc1 | 3% | 0% | 8% | -8% | 3% | -5% | -6% | 3%
Cc1nc(C)c(C(=O)O)s1 | 2% | 6% | 5% | . | -3% | . | 12% | .
CCCCCCN1CC(C(=O)OCC)C(=O)C1=O (stereo not given) | 3% | 5% | -5% | -5%[1.84 µM] | 2% | ? | 13% | -4%
N#CC1=C(N)C(C#N)(C#N)C(c2cccnc2)C2CN(C(=O)OCc3ccccc3)CC=C12 (stereo not given) | 8% | 16% | -1% | -15% | -2% | ? | ? | -11%
CCCCSc1nnc(CSc2nc3nc(C)cc(C)n3n2)o1 | -1% | -8% | -8% | -3% | 6% | -7% | 0% | -9%
O=C(NNS(=O)(=O)c1ccc(Br)cc1)c1sccc1-n1cccc1 | 5% | 5% | -2% | 5% | -26% | -16% | 3% | -4%
CCNC(=O)CN(c1ccc(C)cc1)S(=O)(=O)c1ccc(SC)cc1 | 1% | 7% | 6% | -8% | -8% | 11µM* | -4% | 1%
COc1ccccc1CC(=O)NC1CCCc2ccccc21 (stereo not given) | -1% | 5% | 13% | . | -2% | 0% | 6% | -1%
Cc1cc(C(=O)COc2ccc(C#N)cc2)c(C)n1-c1ccc2c(c1)OCO2 | 1% | 2% | -1% | -52%[inhibitor] | -2% | 5% | 4% | 3%
CCCc1cc(-c2nc(-c3ccc(Cl)cc3)cs2)ccn1 | -1% | 8% | 3% | -15% | -22% | -13% | ? | -9%
Cc1nc2c(ccc3nc(NC(=O)C(c4ccccc4)c4ccccc4)sc32)s1 | -1% | -2% | 1% | -64%[inhibitor] | -7% | 6% | -13% | -16%
CCCS(=O)(=O)N1CCC(C(=O)NC2CCC(C)CC2)CC1 (stereo not given) | -7% | -5% | . | . | -4% | 13µM* | -5% | 2%
COc1cc(CNCc2cccs2)ccc1OCc1cccs1 | -23% | -11% | 10% | -9% | -3% | -2% | -1% | 0%
Cc1ccc2ncnc(Oc3ncccc3[N+](=O)[O-])c2c1 | 2% | 7% | 10% | . | 6% | -16% | -14% | 2%
CC1CCC(C(C)C)[C@H](OC(=O)c2ccccc2)C1 (stereo not given in full) | -2% | -1% | 2% | 0% | . | -11% | 13% | .
Cc1oc2ccc(NS(=O)(=O)c3cccc4cccnc34)cc2c1C(=O)OC(C)C | -17% | 9% | 1% | -8% | -14% | ? | 3% | -1%
C(=N\n1cnnc1)/c1ccc(OCc2ccccc2)cc1 | 6% | -4% | -1% | -26% | -2% | ? | ? | -9%
CCCCCCCCn1c(N2CCN(c3cccc(Cl)c3)CC2)nc2c1c(=O)[nH]c(=O)n2C | 4% | -12% | -2% | -22% | -13% | -6% | -4% | -8%
O=C(Nc1cccc(Cl)c1)Nn1cnnc1 | 14% | 5% | 4%[14.2 µM] | -14%[9.22 µM] | 6% | -3%[13.5 µM] | -2% | -2%
O=C(CC(=O)N/N=C/c1ccc(F)cc1)N/N=C/c1ccc(F)cc1 | 1% | 16% | 8% | . | 3% | . | 6% | .
COc1ccc(CCN=C(NS(=O)(=O)c2ccc(Cl)cc2)c2ccccc2)cc1 | 4% | 8% | 1% | . | -12% | -7% | -1% | -6%
COc1ccccc1C1C(C#N)=C(N)Oc2cc(C)n(Cc3ccccn3)c(=O)c21 (stereo not given) | 3% | -1% | 23% | -15% | 25% | ? | ? | -6%
COc1ncc2nc(-c3cccs3)c(=O)n(CCc3ccccc3)c2n1 | -2% | 2% | 1% | . | . | ? | . | .
COc1ccc(OC(=O)CCc2c[nH]c3ccccc23)cc1 | . | 2% | 13% | -3% | -16% | -4% | -10% | -6%
NC(=O)CN1CCN(c2nc(-c3ccc(F)cc3)cs2)CC1 | 1% | 2% | 3% | -10% | 12% | 9% | 3% | ?
CCN(CC)C(=O)CNC(=S)N(CCCN1CCOCC1)Cc1cccs1 | -5% | -1% | 3% | -11% | -1% | -1% | 11% | 1%
COc1ccc(CC(=O)Nc2cccc(-c3ccc4nncn4n3)c2)cc1OC | -3% | -8% | 2% | -78%[inhibitor] | -5% | 7% | 5% | 2%
O=C1c2ccccc2-c2nnc(-c3ccc(F)cc3)cc21 | 2% | -3% | 2% | 2.5µM* | 7% | -6% | -1% | 12%
O=S(=O)(c1ccccc1Cl)N1CCC(O)(c2cccnc2)CC1 | 2% | -5% | -6% | . | 8% | -6% | 14% | 2%
Cc1cc(C=O)c(C)n1-c1ccc(Oc2ccc([N+](=O)[O-])cn2)cc1 | 2% | 6% | 6% | -41%[inhibitor] | 5% | 10µM* | 6% | 0%
Cn1cccc1CC(=O)N/N=C/C(Cl)=C/c1ccccc1 | 3% | 10% | 11% | ? | -2% | -6% | ? | -4%
S=C(NCc1ccccn1)Nc1ccccc1 | 3% | 2% | -4% | -15% | -8% | 10% | 7% | -2%
CC1(C)CC(=O)C2=C(C1)OC(N)=C(C#N)C2c1ccc(OC(=O)N2CCOCC2)cc1 (stereo not given) | -4% | -6% | 5% | 14% | -16% | 3.2µM* | -1% | -9%
O=C(NCc1ccccc1)c1ccc2nccnc2c1 | 5% | -3% | 3% | 5% | 9% | -1% | -3% | -6%
COc1cccc(NC(=S)N2CCN(c3ccccn3)CC2)c1 | -1% | -3% | i | 9% | 3% | ? | -26% | 1%
FC(F)(F)c1cnc(C(c2ccccc2)c2ncn[nH]2)c(Cl)c1 (stereo not given) | -3% | 2% | 11% | -7% | 22% | 10% | 11% | 4%
Cc1ccc(C)c(N2C(=N)S/C(=C\c3ccc(-c4ccccc4C(=O)O)o3)C2=O)c1 | 1% | 4% | 5% | 12% | 5% | ? | -28% | 1%
COC(=O)/C(C#N)=C/c1ccc(C)o1 | -3% | -2% | 8% | -2% | -11% | -10% | -6% | 0%
CCOc1ccccc1-c1ccc(C(=O)O)o1 | -8%[181 µM] | 1%[181 µM] | 5%[136 µM] | . | . | ? | . | .
CCCn1c(-c2ccc(F)cc2)nc2c(NCCCN3CCOCC3)nc(C)nc21 | -4% | 3% | -1% | 7% | . | ? | ? | .
CSCC[C@H](NC(=O)NCc1cccs1)C(=O)O | -4% | -11% | 10% | -3% | 9% | 4% | -3% | -7%
O=C(NCc1ccco1)c1cc(NS(=O)(=O)c2cccc([N+](=O)[O-])c2)ccc1O | 1% | 4% | 8% | -15% | ? | 11µM* | 5% | ?
O=C1CC(c2ccc(Cl)cc2)n2nc(N3C(=O)CCC3=O)nc2N1 (stereo not given) | -4% | -3% | 1% | -18% | 6% | -3% | 6% | -2%
CCN(CC)S(=O)(=O)c1ccc(C(=O)NCc2ccc(C)cc2)cc1 | -8% | -16% | -1% | -2% | 3% | 10µM* | -7% | -4%
O=C(Nc1ccc2c(c1)OCCO2)c1cc(-n2cnnc2)ccc1Cl | -1% | ? | 6% | 15% | 6% | -4% | 5% | -4%
Cc1cccc(Nc2nc(N)c([N+](=O)[O-])c(N3CCN(C)CC3)n2)c1 | -4% | -8% | 13% | -7% | -7% | -2% | -6% | -5%
O=C(Nc1nc2ccc(S(=O)(=O)N3CCCC3)cc2s1)c1ccco1 | -1% | 8% | 5% | 3% | -7% | ? | 2% | 6%
COc1ccc(C)cc1S(=O)(=O)Nc1cc(Cl)ccc1Cl | -6% | -5% | 10% | -16% | -1% | ? | 6% | 1%
CN(C)CCCNC(=O)c1cc(Br)ccc1O | -7% | 6% | 5% | . | -5% | ? | ? | 2%
COCCCNCC(O)C(F)(F)F (stereo not given) | -19% | 1% | -1% | 1% | 2% | 6% | 7% | -6%
O=C(NCc1csc2ccccc12)Nc1cc(Cl)cc(Cl)c1 | 9% | -7% | -4% | . | 8% | . | -11% | .
COc1ccc(CN(C)Cc2nc3scc(-c4ccccc4)c3c(=O)[nH]2)cc1OC | -1% | 0% | -10% | -26% | -8% | 3% | -6% | 4%

Quoted from above (eight entries):
Structure | GAA spleen mod | GLA spleen mod | GoLoco inh red | SMN2 splice up | GAA glycogen mod | ALDH1A1 block | KDM4E inh | GAA inh
NC(=O)CN1CCN(c2nc(-c3ccc(F)cc3)cs2)CC1 | 1% | 2% | 3% | -10% | 12% | 9% | 3% | ?
CCN(CC)C(=O)CNC(=S)N(CCCN1CCOCC1)Cc1cccs1 | -5% | -1% | 3% | -11% | -1% | -1% | 11% | 1%
COc1ccc(CC(=O)Nc2cccc(-c3ccc4nncn4n3)c2)cc1OC | -3% | -8% | 2% | -78%[inhibitor] | -5% | 7% | 5% | 2%
O=C1c2ccccc2-c2nnc(-c3ccc(F)cc3)cc21 | 2% | -3% | 2% | 2.5µM* | 7% | -6% | -1% | 12%
O=S(=O)(c1ccccc1Cl)N1CCC(O)(c2cccnc2)CC1 | 2% | -5% | -6% | . | 8% | -6% | 14% | 2%
Cc1cc(C=O)c(C)n1-c1ccc(Oc2ccc([N+](=O)[O-])cn2)cc1 | 2% | 6% | 6% | -41%[inhibitor] | 5% | 10µM* | 6% | 0%
Cn1cccc1CC(=O)N/N=C/C(Cl)=C/c1ccccc1 | 3% | 10% | 11% | ? | -2% | -6% | ? | -4%
S=C(NCc1ccccn1)Nc1ccccc1 | 3% | 2% | -4% | -15% | -8% | 10% | 7% | -2%
